PLCg1 inh: inhibitors of human phospholipase C gamma1. P19174. purified PLC-gamma1, fluorogenic substrate, fluorescence. inhibition, % at 12.2 µM. 370,000 compounds, 0.84% hits. AID 720700; in the data active = inhibition above about 9.5%
ADAM10 inh: inhibits human ADAM10; recombinant ADAM10, EDANS/DABCYL FRET peptide cleavage, 3 h; inhibition, % at 7 µM; 370,000 compounds, 0.62% hits;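 active = inhibition above a per-campaign cutoff equal to the mean of compounds falling between control-based bounds plus 3 SD, cut at about 20% in these data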;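 note: 0% = DMSO wells while the 100% control is not disclosed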
HGIII-sPLA2 inh: Inhibits HGIII-sPLA2 liposome hydrolysis, primary screen. Q9NZ20. QFRET BODIPY PC-A2 liposome hydrolysis, fluorescence. inhibition, % at 12.2 µM. 370,000 compounds, 0.56% hits. AID 743126;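 active = inhibition above mean plus 3 SD of compounds lying within the high and low control bounds, cut at about 19% in these data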;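 note: 0% = median of test compound wells and 100% = no enzyme DMSO wells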
Target sequence (Q9NZ20 whole entry, looked up): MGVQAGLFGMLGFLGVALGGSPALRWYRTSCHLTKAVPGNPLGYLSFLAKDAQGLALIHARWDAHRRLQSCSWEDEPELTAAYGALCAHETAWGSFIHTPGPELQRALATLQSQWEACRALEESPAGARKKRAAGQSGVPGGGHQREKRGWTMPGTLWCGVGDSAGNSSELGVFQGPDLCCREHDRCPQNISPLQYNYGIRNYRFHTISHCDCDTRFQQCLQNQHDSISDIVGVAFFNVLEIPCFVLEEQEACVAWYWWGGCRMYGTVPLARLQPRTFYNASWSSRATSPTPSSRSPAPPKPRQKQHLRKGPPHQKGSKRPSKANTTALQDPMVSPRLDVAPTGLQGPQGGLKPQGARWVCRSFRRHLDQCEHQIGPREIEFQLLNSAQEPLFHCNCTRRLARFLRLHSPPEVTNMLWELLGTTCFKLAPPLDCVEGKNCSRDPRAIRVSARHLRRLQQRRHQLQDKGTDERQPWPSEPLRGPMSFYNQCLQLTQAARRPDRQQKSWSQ
ssDAF12 agonist: activates DAF-12 receptor from parasite S. stercoralis. HEK293 ssDAF-12/GRIP1 lit1-tk-luc reporter, luminescence; % of 3 µM dafachronic acid response. activation, % at 6.8 µM. 370,000 compounds, 1% hits. AID 652126;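 active = activation above the mean over all tested compounds plus 3 SD, cut at about 0.9% in these data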;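 note: 0% = DMSO-only wells and 100% = 3 µM delta7-dafachronic acid wells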
FXN GAA850 act: activators of GAA850 frataxin (FXN) promoter. HEK293 lucGAA850 FXN promoter luciferase reporter, 24 h; percent of 10 µM SAHA response. activation, % at 6 µM. 360,000 compounds, 0.56% hits;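 active = activation above the average of all compounds screened plus 3 SD, cutoff fixed separately per campaign, cut at about 7.5% in these data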;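 note: 0% = DMSO wells and 100% = 10 µM SAHA wells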
hcDAF-12 act: activates DAF-12 receptor from parasite H. contortus. 370,000 compounds, 1.4% hits. HEK293 hcDAF-12 lit1-tk-luc reporter, luminescence; 0% DMSO, 100% Δ7-dafachronic acid. activation, % at 6.8 µM;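 active = activation above the mean of all tested compounds plus 3 SD, cut at about 5.5% in these data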;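 note: 100% = response to 3 µM Δ7-dafachronic acid high control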
ADAM17 inh: inhibitors of human ADAM17 | P78536 | recombinant ADAM17, EDANS/DABCYL FRET peptide cleavage | inhibition, % at 6.95 µM | 370,000 compounds, 0.83% hits;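 active = inhibition above the mean of compounds lying between control limits plus 3 SD, set per campaign, cut at about 8.5% in these data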;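 note: 0% = DMSO-only wells as the low control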
Target sequence (P78536 215-824 limits assumed): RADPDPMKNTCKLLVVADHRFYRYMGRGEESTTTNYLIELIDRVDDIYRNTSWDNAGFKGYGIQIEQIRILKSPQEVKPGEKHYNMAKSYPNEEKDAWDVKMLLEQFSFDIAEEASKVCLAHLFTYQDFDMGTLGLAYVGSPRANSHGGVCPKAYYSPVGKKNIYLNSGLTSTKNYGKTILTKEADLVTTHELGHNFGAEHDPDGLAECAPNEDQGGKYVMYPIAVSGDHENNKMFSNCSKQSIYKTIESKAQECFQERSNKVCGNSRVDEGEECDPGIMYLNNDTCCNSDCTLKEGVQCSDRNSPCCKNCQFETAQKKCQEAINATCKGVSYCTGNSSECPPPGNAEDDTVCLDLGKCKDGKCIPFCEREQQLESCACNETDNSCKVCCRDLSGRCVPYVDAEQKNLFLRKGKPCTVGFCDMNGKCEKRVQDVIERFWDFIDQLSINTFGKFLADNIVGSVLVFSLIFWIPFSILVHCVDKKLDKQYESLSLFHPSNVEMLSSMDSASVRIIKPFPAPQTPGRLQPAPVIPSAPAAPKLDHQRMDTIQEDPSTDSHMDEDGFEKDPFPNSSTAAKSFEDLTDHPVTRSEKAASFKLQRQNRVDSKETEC
DAX1 inh-1: NR0B1 (DAX1) inhibition; P51843; HEK293 Gal4-DAX1 luciferase reporter, luminescence; inhibition, % at 6.75 µM; 340,000 compounds, 0.99% hits; AID 504766;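 active = inhibition above the mean over all tested compounds plus 3 SD, cut at about 4.2% in these data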;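 note: 0% = DAX1-transfected cells with DMSO and 100% = empty-vector control cells with DMSO; inhibition shows as a rise in luminescence from relieved DAX1 repression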
DAX1 inh-2: blocks DAX1 repression of SF-1 activated StAR promoter | 370,000 compounds, 1.1% hits | AID 652010 | inhibition, % at 6.8 µM | HEK293T StAR-luciferase reporter, SF-1/DAX-1 repression relief;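 active = inhibition above the mean over all tested compounds plus 3 SD, cut at about 3.6% in these data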;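 note: 0% = DAX-1 cells with DMSO and 100% = cells lacking DAX-1 with DMSO; higher inhibition means more luminescence from relief of DAX-1 repression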
hgDAF-12 ag: agonists of H. glycines DAF-12 nuclear receptor; AID 687014; HEK293 GAL4-hgDAF12 UAS-luciferase reporter, agonist luminescence; normalized to butyrate control; 370,000 compounds, 1.8% hits; activation, % at 6.8 µM;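 active = activation above a cutoff set at the mean of all screened compounds plus 3 SD, cut at about 10% in these data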;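 note: 0% = DMSO wells and 100% = sodium butyrate wells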
PLC-beta3 inh: inhibitors of human phospholipase C beta3 | Q01970 | Purified PLC-beta3, fluorogenic substrate, fluorescence | inhibition, % at 12.2 µM | 370,000 compounds, 0.18% hits | AID 720704; in the data active = inhibition above about 11%;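 note: 0% = median of compound wells on plate and 100% = full blocker control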
Numbers without * were called inactive; i = inactive; · = not tested or not shown.

molecule,PLCg1 inh,ADAM10 inh,HGIII-sPLA2 inh,ssDAF12 agonist,FXN GAA850 act,hcDAF-12 act,ADAM17 inh,DAX1 inh-1,DAX1 inh-2,hgDAF-12 ag,PLC-beta3 inh
Cc1cccc(NC(=O)CSCC(=O)N(C)CCOc2ccc(Cl)cc2)c1,1.6,-3.9,-7.8,-1.3,1.1,-1.5,1.5,0.0,-1.3,-0.7,-9.0
CC(=O)c1ccc(NC(=O)CSc2nnc(C3CC3)n2C)cc1,-1.3,-5.3,0.7,-0.8,-1.0,-1.2,-0.7,-0.3,-0.5,0.9,-6.2
CC(C)(C)n1nc(-c2ccc(F)cc2)c2c(N)ncnc21,-0.7,-5.6,-1.7,-1.7,11.6*,-3.6,-5.6,1.3,2.3,-5.5,-0.6
COC(=O)c1cc(-c2cccc(C#N)c2)c(=O)n2c1CCC2,-2.3,-45.4,15.7,-0.3,·,-2.9,-17.9,·,-1.3,-0.6,-7.3
COc1ccc2oc(-c3ccccc3[N+](=O)[O-])cc(=O)c2c1,0.8,1.9,0.5,-1.4,-2.4,2.1,-2.1,-2.0,-1.5,6.5,-2.8
CC(NC(=O)CSC(=S)N1CCCC1)c1ccc(S(N)(=O)=O)cc1 (stereo unspecified),-0.5,-3.6,0.7,-1.0,-0.4,-1.0,-0.3,2.1,-0.7,0.7,-6.1
COc1cccc(NC(=O)CN2C(=O)NC3(CCCCCC3)C2=O)c1,8.1,-2.2,2.0,-1.2,0.1,1.0,-6.8,0.1,0.6,-1.6,-1.7
Nc1nc2ccccc2n1/N=C/c1ccc([N+](=O)[O-])s1,8.0,4.8,1.7,-1.4,-0.1,0.9,4.6,-4.0,-3.0,-7.9,5.3
O=C(O)c1ccc(N2N=C(c3ccccc3)CC2c2ccccc2)cc1 (stereo unspecified),i,i,-30.4,-2.0,1.5,0.7,i,-1.6,0.4,0.2,i
CCOC(=O)CSc1nnc(-c2ccccc2NC(=O)c2ccccc2)o1,3.5,3.2,-0.9,-0.4,-3.1,-1.5,1.0,0.3,0.9,0.9,6.6
O=C(CSc1ccc(-c2cccs2)nn1)c1cccs1,-7.9,6.5,-25.1,-0.5,5.2,2.7,-1.7,1.1,2.9,7.7,-17.2
COC(=O)C1CCN(C(=O)Cc2ccc(C)cc2)CC1,-1.0,1.9,7.8,-0.8,0.4,-1.6,1.3,2.6,0.4,-1.6,4.3
CCc1nc2ccc(C(=O)NCc3cccs3)cn2c1N(C)Cc1nccs1,-1.2,-11.2,11.0,-1.9,0.4,-3.2,-1.8,·,-3.4,-0.4,1.2
CC(c1ccco1)N(C(=O)c1ccc(C#N)cc1)c1ccccn1 (stereo unspecified),0.4,-0.3,1.0,-0.7,-0.7,-1.2,-0.4,0.8,1.1,-0.9,-1.2
Cn1nnc(NC(=O)c2ccccc2F)n1,-1.1,-8.0,7.8,-0.7,1.6,0.1,-2.3,1.0,0.8,1.6,3.4

molecule,PLCg1 inh,ADAM10 inh,HGIII-sPLA2 inh,ssDAF12 agonist,FXN GAA850 act,hcDAF-12 act,ADAM17 inh,DAX1 inh-1,DAX1 inh-2,hgDAF-12 ag,PLC-beta3 inh
C/C(=N\NC(=O)c1cc(-c2ccc(Br)s2)[nH]n1)c1ccncc1,-0.1,5.2,2.2,-1.8,0.1,-0.9,-1.3,-0.8,-0.1,0.8,-7.3
Cc1cc2cc(NC(=O)c3ccco3)ccc2[nH]1,-37.1,-0.7,-1.1,-1.3,-0.4,-0.4,1.6,-0.1,0.1,-0.2,-45.0
COc1ccc(C(CNC(=O)Cn2[nH]c(=O)c3ccccc3c2=O)N2CCCC2)cc1 (stereo unspecified),-0.5,-1.2,-1.9,-0.1,-0.2,-0.6,1.6,-1.0,0.8,-1.2,0.4
O=C(c1ccco1)N1CCN(c2ncnc3c2[nH]c2ccc(Br)cc23)CC1,-6.0,-64.1,-10.9,-1.7,2.2,-3.6,-19.3,-2.7,-1.1,-3.1,-8.8
Cc1ccc(C(C)C)c(OCc2ccc(C(=O)N/N=C/c3ccc(O)c(O)c3)cc2)c1,-24.4,1.8,18.4,-2.4,-4.5,-4.7,0.6,-1.5,-1.3,-5.5,-28.8
Cc1cc(C(=O)OCC(=O)NCc2ccc3c(c2)OCO3)c2ccccc2n1,-0.5,-3.0,-5.7,-1.7,0.4,-1.6,-1.4,1.3,1.5,-0.5,-9.7
CC[C@]12c3[nH]c4ccccc4c3CCN1C(=O)C(CC(=O)NC(C)(C)C)C[C@@H]2C(=O)N1CCN(C(=O)C2CC2)CC1 (stereo partly specified),0.1,-11.0,3.9,-0.8,-0.7,0.7,-6.6,1.7,1.6,0.2,0.4
CCN(CC)C(=O)Cn1cc(SCC(=O)NC2CCCC2)c2ccccc21,3.7,-13.0,11.2,-0.8,1.0,0.5,-7.9,0.7,0.1,-2.0,-6.0
COc1cc(C(=O)NNC(=O)c2cccc(Cl)c2)ccc1OCC(=O)N1CCOCC1,-1.7,-3.4,1.9,-1.7,-0.6,0.2,-2.5,1.7,-2.4,-3.8,-4.2
CC1(C)Cc2c(sc3nn[nH]c(=O)c23)CO1,-3.2,-6.3,-0.7,-1.6,0.5,-0.8,-4.8,-0.8,-0.4,-0.8,-7.5
CC(C)n1c(N2CCN(C(=O)Nc3ccc(Cl)cc3)CC2)nc2ccccc21,-0.3,-3.8,-12.1,-2.1,-0.1,-1.3,0.0,-2.2,-0.9,-0.9,-4.3
CCS(=O)(=O)n1nc(-c2ccccc2)nc1SCc1ccccc1,1.9,7.5,-7.0,-0.5,3.4,2.0,2.7,1.2,2.0,13.2*,5.9
CCOc1cc2[nH]c(=S)n(Cc3ccc(C(=O)NCCCN4CCOCC4)cc3)c(=O)c2cc1OCC,1.7,-2.9,-0.8,-0.5,0.6,-1.5,-5.0,0.4,-0.5,0.7,-4.8
Cc1ccc(Cn2nnc3c(=O)[nH]c(C4CCN(S(=O)(=O)Cc5ccccc5)CC4)nc32)cc1,-1.6,14.6,-34.1,-0.9,-1.2,-2.3,-4.0,0.1,-0.5,1.0,-9.3
Cc1ccc(CNC(=O)C2CCC(=O)N2Cc2ccc(C)cc2)cc1 (stereo unspecified),0.9,-3.4,15.5,-0.6,0.4,-1.5,-7.8,2.0,-0.7,-2.1,-5.4

molecule,PLCg1 inh,ADAM10 inh,HGIII-sPLA2 inh,ssDAF12 agonist,FXN GAA850 act,hcDAF-12 act,ADAM17 inh,DAX1 inh-1,DAX1 inh-2,hgDAF-12 ag,PLC-beta3 inh
COc1ccc(NC2=Nc3cccc4cccc2c34)cc1OC,-61.3,-13.7,-2.9,-1.4,-1.6,-3.0,-5.3,-1.1,-1.2,-0.6,-81.3
CC(C)Oc1ccc(CNC(=O)C2CCN(C(=O)N3CCOc4ccccc43)CC2)cc1,-1.5,-4.8,-10.4,-1.4,-1.0,-3.1,-1.0,-0.5,-0.8,1.9,3.8
COc1ccc(N(C(=O)c2cnsn2)C(C(=O)NC2CCCCC2)c2ccncc2)cc1 (stereo unspecified),-0.9,-3.4,1.9,-0.3,0.2,-0.2,2.6,0.3,-0.1,-1.4,4.9
COc1ccc(/C=N/NC(=O)CCn2cnc3ccccc32)cc1,4.8,-4.4,2.0,-1.1,-1.2,-1.3,1.2,·,-0.4,-2.5,-1.0
CC(C)(C)c1ccc(-n2ncc3c2CCCC3NC(=O)CCN2CCCC2=O)cc1 (stereo unspecified),4.6,4.2,-0.1,-2.0,-5.3,-5.5,-0.5,-1.8,-8.2,-6.8,5.6
Cc1cccc(N2C(=O)CC(Sc3nc(-c4ccccc4)c4cc(Cl)ccc4n3)C2=O)c1 (stereo unspecified),5.1,-6.3,5.3,-1.2,4.3,-3.0,-3.3,-0.5,0.5,0.9,0.0
CC1CCC(NC(=O)c2cc(S(=O)(=O)N(C)C)ccc2N2CCCC2)CC1 (stereo unspecified),-5.6,-8.9,5.6,-0.2,2.2,-0.1,-2.2,0.3,2.6,2.7,-14.9
c1ccc(CNc2cnccn2)cc1,-139.9,i,5.6,-0.4,0.1,0.5,-286.5,-0.8,0.8,3.2,-203.5
COc1cc(Cl)c(CNC[C@H]2O[C@@H](n3cnc(C(N)=O)n3)[C@H](O)[C@@H]2O)c(Cl)c1O,2.1,4.7,-1.9,-1.6,0.3,0.3,0.8,0.6,0.3,0.0,-0.5
Cc1cccc(CCN(Cc2cc3cccc(C)c3[nH]c2=O)C(=O)N2CCOCC2)c1,0.0,-9.9,-2.7,-1.4,-4.0,-1.9,-4.8,0.1,-0.7,0.5,1.0
COc1ccc([N+](=O)[O-])cc1NC(=O)c1cncc(Br)c1,2.0,4.1,3.1,-1.3,0.6,-0.9,-2.2,0.8,-0.7,-6.2,-0.8
Cc1cccc(OC(=O)Nc2ccc(C(=O)O)c(O)c2)c1,0.3,-21.4,3.2,-1.6,3.0,-2.5,-5.3,1.4,-0.1,-0.8,-1.5
Cc1ccccc1CN(C)C1CCN(C)CC1,-1.7,3.8,1.7,-0.1,-2.7,-1.1,0.5,-1.0,-0.8,2.1,-5.6
Cn1c(=O)c2c(ncn2CC(N)=O)n(C)c1=O,2.1,-3.2,3.3,-0.2,1.5,-0.6,2.5,-0.2,0.7,-0.8,0.5
COc1cccc(C2C3=C(CCCC3=O)Nc3[nH]n(-c4ccccc4)c(=O)c32)c1 (stereo unspecified),-3.5,-9.4,-4.1,-0.8,-2.7,-0.6,-2.0,4.0,0.2,-0.1,-4.3

molecule,PLCg1 inh,ADAM10 inh,HGIII-sPLA2 inh,ssDAF12 agonist,FXN GAA850 act,hcDAF-12 act,ADAM17 inh,DAX1 inh-1,DAX1 inh-2,hgDAF-12 ag,PLC-beta3 inh
COc1ccc(NC(=O)COC(=O)CC2CC3CCC2C3)c([N+](=O)[O-])c1 (stereo unspecified),0.0,-1.0,7.9,-0.7,-0.5,1.8,3.4,1.0,-1.1,-3.0,-0.5
CC(=O)Nc1cc(C)nn1-c1nc2ccccc2s1,-1.2,-12.0,-5.6,0.2,-0.9,4.4,-7.6,-0.3,-0.8,6.4,-9.3
CC(=O)Nc1ccc(S(=O)(=O)NCCC(=O)NCCOc2ccccc2)cc1,-0.4,-9.8,2.0,-1.1,0.3,-0.4,-2.8,0.4,1.4,2.1,-1.6
Cc1ccc(NC(=S)NNC(=O)CSc2nnc(-c3ccc(Cl)cc3)n2C2CCCCC2)cc1,0.9,10.8,23.4*,-0.5,1.4,-2.7,6.0,0.8,0.3,-1.8,1.7
COc1cc2c(C#Cc3cccnc3)c(-c3ccsc3)oc(=O)c2cc1OC,-12.2,-1.0,-5.6,-1.1,0.5,0.7,0.4,0.3,0.0,0.9,-22.9
CCOc1ccc(/C=N/n2c(-c3n[nH]c4c3CCC4)n[nH]c2=S)cc1,1.0,-0.3,11.8,-0.9,·,-1.7,-3.1,·,-1.0,7.3,0.1
COC(=O)C1(C(F)(F)F)N=C(C(F)(F)F)Nc2ccc(Cl)cc21 (stereo unspecified),3.4,-1.5,-3.6,-0.9,1.6,-0.9,-0.8,0.1,0.6,2.4,4.8

Compound activity: PubChem, The Scripps Research Institute Molecular Screening Center

An unsorted share of the library. Share with any hit: about 6.9%.
